# rCAG RNA binder: binders of r(CAG) RNA repeats, primary screen, biochemical, fluorescence | 1.3% of 370,000 active | inhibition, % at 3 µM | r(CAG) RNA repeat, TO-PRO-1 dye displacement fluorescence;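 active means inhibition above the plate cutoff, the mean of all test compounds on that plate plus 3 SD, cut at about 35% in these data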;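 further: 0% = DMSO alone and 100% = 100 µM mitoxantrone as full dye displacement; higher means more dye released from RNA so lower well fluorescence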
# ARFGAP1 inhibitor: inhibitors of rat ARFGAP1 GAP activity, primary screen, biochemical, fluorescence polarization, GDP tracer; Arfgap1-stimulated ARF1 GTP hydrolysis, GDP FP detection; inhibition, % at 16.5 µM; ADP-ribosylation factor GTPase-activating protein 1 (Rattus norvegicus), Q62848; 0.26% of 360,000 active;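 active means inhibition above a per-plate limit, mean inhibition of low control wells plus 3 SD, cut at about 25% in these data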;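 further: 0% = DMSO wells with enzyme and 100% = wells lacking Arfgap1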
# Target sequence (Q62848 1-136 limits assumed): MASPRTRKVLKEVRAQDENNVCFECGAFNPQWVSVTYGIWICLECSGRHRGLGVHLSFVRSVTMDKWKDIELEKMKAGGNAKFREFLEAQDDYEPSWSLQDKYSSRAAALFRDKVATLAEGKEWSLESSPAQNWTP
#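 Assay system: purified rat His6-Arfgap1 residues 1-136 (GAP domain); Reagent: human Δ17 ARF1 bound to GTP; Dosing: 16.5 µM single point, 1.26% DMSO; Times: GTP hydrolysis reaction 2 h at 25 °C; Signal: FP, GDP Alexa 633 tracer displaced from anti-GDP antibody, 620/688 nm; Measure: % inhibition from polarization.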
# HGIII-sPLA2 inh: human group III sPLA2 inhibitors, primary screen, biochemical, QFRET, BODIPY PC-A2 liposome substrate. Group 3 secretory phospholipase A2 (Homo sapiens), Q9NZ20. QFRET BODIPY PC-A2 liposome hydrolysis, fluorescence. inhibition, % at 12.2 µM. 0.56% of 370,000 active;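 active means inhibition above mean plus 3 SD of compounds lying within the high and low control bounds, cut at about 19% in these data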;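 further: 0% = median of test compound wells and 100% = no enzyme DMSO wells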
# Target sequence (Q9NZ20 whole entry, looked up): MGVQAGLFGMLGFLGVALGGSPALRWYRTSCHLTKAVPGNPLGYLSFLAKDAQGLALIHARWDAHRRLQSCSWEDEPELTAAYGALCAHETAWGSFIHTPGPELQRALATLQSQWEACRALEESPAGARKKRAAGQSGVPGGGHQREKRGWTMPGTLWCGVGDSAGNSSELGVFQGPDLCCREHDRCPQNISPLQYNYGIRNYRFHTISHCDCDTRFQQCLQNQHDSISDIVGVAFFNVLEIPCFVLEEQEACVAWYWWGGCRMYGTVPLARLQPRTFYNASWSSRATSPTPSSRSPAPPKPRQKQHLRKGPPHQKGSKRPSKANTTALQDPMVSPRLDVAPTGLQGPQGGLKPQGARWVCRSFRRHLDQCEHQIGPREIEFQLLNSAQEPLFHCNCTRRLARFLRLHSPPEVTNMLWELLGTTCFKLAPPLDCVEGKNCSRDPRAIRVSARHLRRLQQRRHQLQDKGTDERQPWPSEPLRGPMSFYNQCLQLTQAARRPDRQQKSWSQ
# GC-A act: GC-A stimulated cGMP production enhancers – HEK293 GC-A cells, cGMP TR-FRET, EC30 ANP, primary screen | 0% at EC30 ANP, 100% saturating ANP | activation, % at 10 µM | Atrial natriuretic peptide receptor 1 (Homo sapiens), P16066 | 0.14% of 370,000 active | AID 1671463, 2021; in the data active means activation above about 40%
# Tn6 DDE FP: inhibitors of Tn6 peptide binding to fibrin DD(E), primary screen, biochemical, fluorescence polarization, human fibrin, Tn6 probe. Fibrinogen beta chain (Homo sapiens), P02675. Fibrin DD(E) TRITC-Tn6 fluorescence polarization displacement. inhibition, % at 8.3 µM. 0.21% of 370,000 active. AID 720509, 2013;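 active means inhibition above a per-campaign cutoff: mean of compounds within control limits plus 3 SD, cut at about 15% in these data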;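 further: 0% = median of all compound wells on the plate and 100% = blocking peptide control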
# GC-B act: human GC-B receptor activators, primary screen, HEK293 GC-B cells, cGMP TR-FRET, EC30 CNP. 0% at EC30 CNP, 100% saturating CNP. activation, % at 10 µM. 0.11% of 370,000 active;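 active means activation at 10 µM reaching about 35% in either raw or pattern-adjusted values, limit read from the data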
# ADAM10 inh: human ADAM10 inhibitors, primary screen, biochemical, QFRET, HTS; Disintegrin and metalloproteinase domain-containing protein 10 (Homo sapiens), O14672; recombinant ADAM10, EDANS/DABCYL FRET peptide cleavage, 3 h; inhibition, % at 7 µM; 0.62% of 370,000 active; AID 720582, 2013;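 active means inhibition above a per-campaign cutoff equal to the mean of compounds falling between control-based bounds plus 3 SD, cut at about 20% in these data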;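 further: 0% = DMSO wells while the 100% control is not disclosed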
# ASAP1 GAP inh: inhibitors of human ASAP1 ArfGAP activity, primary screen, biochemical, fluorescence polarization | 0.19% of 360,000 active | AID 624377, 2012 | ASAP1-stimulated ARF1 GTP hydrolysis, GDP FP detection | Arf-GAP with SH3 domain, ANK repeat and PH domain-containing protein 1 (Homo sapiens), … | inhibition, % at 16.5 µM; in the data active means inhibition above about 25%;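 further: 0% = vehicle with enzyme and substrate and 100% = no enzyme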
# Target sequence (Q9ULH1 325-724 limits assumed): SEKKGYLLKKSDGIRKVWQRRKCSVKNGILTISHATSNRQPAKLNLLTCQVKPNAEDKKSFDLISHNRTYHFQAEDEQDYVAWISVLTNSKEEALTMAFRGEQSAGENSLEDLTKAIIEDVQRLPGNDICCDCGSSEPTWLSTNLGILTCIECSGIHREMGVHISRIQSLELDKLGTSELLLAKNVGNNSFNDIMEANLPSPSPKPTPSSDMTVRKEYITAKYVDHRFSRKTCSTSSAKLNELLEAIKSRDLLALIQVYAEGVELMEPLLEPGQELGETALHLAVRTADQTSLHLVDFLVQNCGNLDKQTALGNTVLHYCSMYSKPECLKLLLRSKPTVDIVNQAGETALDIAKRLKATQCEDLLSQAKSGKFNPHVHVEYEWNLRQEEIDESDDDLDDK
# proKLK7 act: proKLK7 zymogen activators, primary screen, biochemical, fluorescence intensity | 0.9% of 370,000 active | Kallikrein-7 (Homo sapiens), P49862 | activation, % at 7 µM | purified proKLK7, EDANS-DABCYL substrate fluorescence; 100% is mature enzyme control, 0% vehicle;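 active means activation above the mean of all tested compounds plus 3 SD, computed per campaign excluding outliers beyond control limits, cut at about 13% in these data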
# FXN GAA850 act: FXN promoter activators, primary screen, cell-based, luciferase luminescence, HEK293 lucGAA850; HEK293 lucGAA850 FXN promoter luciferase reporter, 24 h; percent of 10 µM SAHA response; activation, % at 6 µM; 0.56% of 360,000 active; AID 540364, 2011;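 active means activation above the average of all compounds screened plus 3 SD, cutoff fixed separately per campaign, cut at about 7.5% in these data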;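 further: 0% = DMSO wells and 100% = 10 µM SAHA wells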
# Active calls of the source: *; i = inactive; . = no result given.
# Each structure is followed by: rCAG RNA binder	ARFGAP1 inhibitor	HGIII-sPLA2 inh	GC-A act	Tn6 DDE FP	GC-B act	ADAM10 inh	ASAP1 GAP inh	proKLK7 act	FXN GAA850 act
- Nc1c(C(=O)OCC2CCCO2)c2nc3ccccc3nc2n1C1CCCC1 (stereo not given)
 : 3	6	4	4	-11	2	i	8	-44	1.7
- CC(C)C[C@@H](CN1CCC[C@@H]1CN1C(=S)NC[C@@H]1Cc1ccc(O)cc1)N1C[C@H](Cc2ccc(O)cc2)N(CC2CCCCC2)C1=S
 : 10	9	-16	3	-4	6	-2	11	0.0	.
- CC(C)CCN1C(=O)CSCC1(C)C(=O)NC(C)C (stereo not given)
 : 1	-3	3	-2	2	3	3	-20	0.8	.
- Cc1ccc(-c2nnc(Oc3ccc(NC(=O)c4ccccc4)cc3)c3ccccc23)cc1
 : 7	15	0	-2	5	1	11	8	-0.5	-0.9
- O=C(CSc1ncnc2c1oc1ccccc12)NCc1ccc(F)cc1
 : 3	-1	-2	-8	-5	-1	-5	1	-0.5	0.7
- COc1cc(C(=O)Oc2cc(C)[nH]c(=O)c2[N+](=O)[O-])cc(OC)c1OC
 : 1	8	2	0	-2	8	-10	1	-0.7	2.8
- CC(=O)c1ccc(N2CCN(c3ncc(C(F)(F)F)cc3Cl)CC2)cc1
 : 4	-4	5	4	4	-7	-9	5	-0.7	3.1
- O=c1cc(SCc2ccc(Cl)cc2Cl)nc[nH]1
 : 2	3	2	6	-1	-2	-9	-12	-0.4	1.6
- COC(=O)[C@]12C[C@H](CC(=O)NCc3ccc(OC)c(OC)c3)C(=O)N(CCc3ccc(OC)c(OC)c3)C1=C[C@H](COCc1ccccc1)O[C@@H]2C
 : 2	.	-10	3	15*	5	4	.	0.3	.
- CON(C)c1nc(OCCNC(=O)OCc2ccc(Cl)cc2Cl)nc(N(C)C)n1
 : -10	6	-7	-20	-4	-14	7	-7	-0.6	7.3
- Cc1ccc(S(=O)(=O)/N=S(/c2ccccc2)C(C)C)cc1 (stereo not given)
 : -2	-3	15	4	2	6	0	-11	0.0	0.1
- Cc1ccc(C(=O)NCC(=O)OCCCn2c(=O)[nH]c3ccccc32)cc1
 : 0	6	0	5	5	5	-2	-5	0.1	0.9
- O=C(Cn1ccc(C(F)(F)F)n1)NNC(=O)c1ccco1
 : 2	0	3	5	1	4	1	-12	-0.1	1.4
- CCCCN1C(=O)C(CC(=O)NCCc2ccccn2)CC(C(=O)N(C(C)C)C(C)C)=C1C (stereo not given)
 : -1	2	4	-4	0	5	-17	4	-0.1	-1.7
- O=C(CCc1c[nH]c2ccccc12)NCC(=O)Nc1ccc(F)c(F)c1F
 : 1	-1	-14	0	3	11	0	-2	-0.7	-0.5
- O=C(CSc1n[nH]c(=O)n1C1CC1)Nc1ccccc1
 : 1	12	1	4	-10	2	0	2	0.1	0.4
- O=C(CCC(=O)NNC(=O)COc1ccc(Br)cc1)NCc1ccccc1
 : -10	3	2	3	2	-1	6	-9	-0.6	1.9
- CCC(C)NC(=O)C1CCC(=O)N1Cc1ccc(C)cc1 (stereo not given)
 : 0	1	-7	0	-7	-1	2	14	0.4	0.3
- O=C(CSc1ncccn1)N/N=C/c1ccccc1[N+](=O)[O-]
 : -4	5	4	-4	12	-6	-8	8	-0.3	1.5
- Cc1cccc(N(NC(=O)C(C)(C)O)C(=O)c2ccccc2)c1
 : -1	3	3	3	0	-1	3	11	-0.2	-0.5
- CNc1ccccc1C(C)(C)c1cc(C)[nH]n1
 : -4	-7	6	6	4	3	1	4	0.7	1.0
- COc1ccc2nc(/N=C(\N)NC(=O)Nc3ccccc3)nc(C)c2c1
 : 26	16	-1	1	5	-1	-198	3	9.5	1.8
- CCN1CCN(C(=S)c2ccc(Br)cc2)CC1
 : -5	9	8	1	-3	-2	5	3	0.1	-0.7
- Cc1cc(C(=O)OCc2nc3ccccc3s2)c(C)o1
 : 4	10	-4	7	-6	2	5	4	0.2	3.0
- COc1ccc(CCNC(=S)Nc2ccc(S(=O)(=O)Nc3ncccn3)cc2)cc1OC
 : 1	1	2	2	2	-3	-6	4	0.2	-0.5
- NC(=O)CC[C@@H]1NC(=O)[C@@H]2CCCN2C(=O)c2cc([N+](=O)[O-])cc(I)c2NCCC[C@@H](C(=O)NC(CC(=O)O)C(N)=O)NC1=O (stereo not given in full)
 : 14	4	-3	0	-2	2	-4	0	0.1	.
- Cc1ccc(S(=O)(=O)N2CCCC2C(=O)N(C)Cc2cccs2)cc1 (stereo not given)
 : 1	-7	1	3	-4	8	15	-8	-0.3	-0.8
- CCN(C(=O)c1cccc(S(=O)(=O)N2CCc3ccccc32)c1)C1CCS(=O)(=O)C1 (stereo not given)
 : 2	1	-7	-3	3	3	7	8	0.7	1.1
- COc1ccc(S(=O)(=O)NC(C)C(=O)NC2CC2)cc1C (stereo not given)
 : -2	10	5	1	-4	2	-24	2	-0.9	-1.3
- CCOC(=O)C1(Cc2cccc(F)c2)CCN(Cc2c(C)nn(CC)c2C)CC1
 : -11	-2	-7	-3	7	0	4	5	0.1	-1.4
- COc1ccc(-c2c(Cc3ccccc3)nc(NC(=O)c3ccccc3)n2C)cc1
 : 6	.	19*	4	1	-1	-4	.	-0.5	.
- COc1cc2c(cc1OC)CN(S(=O)(=O)c1ccccc1F)CC2
 : -5	1	-2	5	-3	5	3	-5	-0.3	1.3
- O=C(O)c1ccccc1Nc1ccc(OC(F)F)cc1
 : 5	-16	-10	0	1	-2	1	10	0.4	-0.4
- CCn1nc([N+](=O)[O-])c2c(-c3nc4ccccc4o3)c(N)n(CCCOC)c2c1=O
 : 3	2	4	46*	-3	5	-42	17	0.9	1.2
- CCOC(=O)N1CCN(C(=O)c2cccc(N3C(=O)NC4CC3(C)Oc3ccccc34)c2)CC1 (stereo not given)
 : -7	2	-5	1	8	3	-3	18	-0.5	0.4
- NNC(=O)c1c[nH]c2ccc(OCc3ccccc3)cc12
 : 16	4	-7	1	-5	2	-2	-6	-1.1	0.6
- CC(=O)Nc1sc2c(c1C#N)CCCC2
 : -1	-2	3	-3	4	-7	-2	-3	-0.4	3.5
- S=C(NCc1ccncc1)Nc1ccc(Cl)cc1Cl
 : 2	-10	0	-1	-13	1	-4	-5	0.7	-0.9
- Cn1cc(CC(=O)NCCCN2CCCC2)c2ccccc21
 : 7	5	3	2	2	0	-5	-3	-0.6	1.1
- NC(=O)c1ccc(N2CCN(c3ccccc3O)CC2)c([N+](=O)[O-])c1
 : 0	3	-3	-2	3	1	0	-7	0.6	-1.9
- O=C(N/N=C/c1c[nH]c2ccc(Br)cc12)c1ccncc1
 : 6	5	-2	-9	-4	-7	3	0	0.3	-0.7
- CCC(C)NC(=O)C(Cc1ccccc1)NS(=O)(=O)c1cccc2nsnc12 (stereo not given)
 : 3	2	3	5	0	0	1	-5	-0.2	-0.2
- O=C(O)c1ccc2c(c1)OCCO2
 : 2	2	9	-1	-3	-4	6	-1	-1.1	0.6
- Nc1[nH]c(=O)[nH]c(=O)c1N=Nc1ccc(C(=O)O)cc1
 : -1	6	5	4	-4	2	-34	10	0.3	0.5
- CCC(C)Sc1ccc([C@H]2N[C@@](C)(C(=O)OC)[C@H]3C(=O)N(C)C(=O)[C@@H]23)cc1 (stereo not given in full)
 : -7	7	-2	3	1	0	1	13	-0.3	-0.6
- COc1ccccc1OCCNC(=O)c1ccc(C(C)(C)C)cc1
 : -8	-5	-9	-2	-10	-7	4	-2	0.4	5.0
- O=[N+]([O-])c1ccc(Nc2nccc(Cl)n2)cc1
 : 5	-3	-4	27	-10	18	2	-15	-0.1	3.3
- O=C(/C=C/c1c(F)cccc1Cl)c1ccc(F)cc1
 : 5	-6	-1	0	1	-4	-8	11	-0.1	0.3
- NC(=O)c1c(N)[nH]c(C(=O)c2ccccc2)c1-c1ccccc1Br
 : 3	6	6	2	-4	0	5	-9	-0.4	.
- COc1ccc(NC(=O)c2sccc2-n2cccc2)cc1
 : -5	3	0	-1	-1	-5	-4	8	0.0	3.1
- CCOc1ccc(N(C(=O)c2snc(C(N)=O)c2N)C(C(=O)NC2CCCC2)c2ccncc2)cc1 (stereo not given)
 : 3	-4	-1	-5	-5	-2	-5	11	-1.6	1.9
- COc1cc(/C=N/NC(=O)C(=O)NCC2CCCO2)ccc1O (stereo not given)
 : 2	-9	-3	0	7	-2	9	10	0.7	-0.9
- COc1ccc([N+](=O)[O-])c(OC)c1C(=O)NC(=O)Nc1c(C)cccc1C
 : -4	11	8	-5	0	5	4	4	0.4	-0.8
- CCCN(CC(=O)Nc1ccccc1OC)C(=O)CCC(=O)c1ccc(OCC)cc1
 : -2	4	-1	-3	-7	-1	-20	3	-0.4	-0.8
- CC1=CS(=O)(=O)CC1Sc1ncn[nH]1 (stereo not given)
 : 1	6	0	4	-2	0	-1	3	0.5	-0.2
- COc1ccccc1NC(=O)CN1CCC(C(=O)c2ccc(F)cc2)CC1
 : -5	-3	-12	3	5	-5	2	3	0.1	0.1
- O=C(N=C1SC2CS(=O)(=O)CC2N1c1ccc(Cl)cc1Cl)C1CC1 (stereo not given)
 : -3	-7	-6	-18	7	-13	-6	8	0.8	-1.0
- CCO[C@@H]1OC(C(=O)N2CCN(Cc3ccc4c(c3)OCO4)CC2)=C[C@H](C)[C@H]1CCCO
 : -8	7	2	2	3	-3	2	-1	0.4	1.5
- COc1cccc(NC(=O)c2nc3nc(C)cc(C(F)F)n3n2)c1
 : 2	-15	0	-3	2	-2	-6	-11	0.3	0.4
- O=C(N/N=C1\C2CN3CCN(C2)CC1(c1ccccc1)C3)Nc1ccccc1
 : -3	5	2	19	5	4	-3	11	0.2	0.0
- Cc1onc(-c2ccccc2)c1C(=O)NCc1ccc(F)cc1
 : 1	-13	-1	-3	10	-3	5	7	0.6	0.3
- Cn1ncc2c(NNC(=O)c3ccc(O)cc3)ncnc21
 : -1	-6	2	2	-3	4	3	-9	0.0	1.8
- COc1ccc(-c2nc(SC(CC(=O)NCc3ccccc3)c3ccc(OC)c(OC)c3)n[nH]2)cc1 (stereo not given)
 : 4	-20	-18	1	-5	4	8	5	-0.3	-0.8

# Screening results from PubChem.
